Pol kappa inh: qHTS for Inhibitors of Polymerase Kappa; DNA polymerase kappa (Homo sapiens), Q9UBT6; purified Pol kappa, fluorescent DNA synthesis assay, 10 min; Potency, µM (doses to about 107 µM), for the others: at the highest dose activity, negative = inhibition, usual class: inhibitors; actives 0.53% (n = 400,000); AID 588579, 2011; further: potency means the concentration at half of the fitted maximal effect; on the % scale 0 is the no-effect control and ±100 the full control effect
Target sequence (Q9UBT6 whole entry, looked up): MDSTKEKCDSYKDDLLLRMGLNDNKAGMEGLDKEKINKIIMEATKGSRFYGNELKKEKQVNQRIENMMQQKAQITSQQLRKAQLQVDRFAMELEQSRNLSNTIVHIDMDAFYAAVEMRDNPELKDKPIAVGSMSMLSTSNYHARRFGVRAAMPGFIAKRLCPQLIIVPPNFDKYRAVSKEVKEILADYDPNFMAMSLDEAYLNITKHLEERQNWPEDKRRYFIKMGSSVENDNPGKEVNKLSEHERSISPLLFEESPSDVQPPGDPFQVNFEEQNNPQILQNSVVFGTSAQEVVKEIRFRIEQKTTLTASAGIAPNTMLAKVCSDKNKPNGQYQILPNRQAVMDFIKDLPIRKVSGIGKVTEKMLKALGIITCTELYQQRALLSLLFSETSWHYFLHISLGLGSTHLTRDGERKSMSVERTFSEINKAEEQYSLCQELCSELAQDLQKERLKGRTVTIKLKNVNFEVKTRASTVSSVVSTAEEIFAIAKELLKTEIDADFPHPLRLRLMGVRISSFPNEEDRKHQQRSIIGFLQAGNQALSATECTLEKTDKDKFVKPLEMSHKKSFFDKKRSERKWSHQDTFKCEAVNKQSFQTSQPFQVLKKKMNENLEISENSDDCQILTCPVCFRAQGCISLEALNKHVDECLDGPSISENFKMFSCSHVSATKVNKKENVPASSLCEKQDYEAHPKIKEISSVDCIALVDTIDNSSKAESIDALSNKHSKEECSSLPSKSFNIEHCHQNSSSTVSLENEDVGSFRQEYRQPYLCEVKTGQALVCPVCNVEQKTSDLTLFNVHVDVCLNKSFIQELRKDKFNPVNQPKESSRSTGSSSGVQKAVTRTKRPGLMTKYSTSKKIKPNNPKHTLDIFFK
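Here, compound and 10 nM enzyme are combined for 15 min at room temperature; adding 50 nM substrate (final) starts DNA synthesis, tracked by fluorescence at 0 and 10 min against buffer-only wells.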
POLH inh: qHTS for Inhibitors of Polymerase Eta. recombinant Pol eta, fluorescent DNA replication assay. Potency, µM (highest dose often 114 µM), for inactives: at the top dose activity change, negative = inhibition, most hits filed as inhibitors. actives 1.2% (n = 390,000). AID 588591, 2011; further: potency means the concentration at half of the fitted maximal effect; on the % scale 0 is the no-effect control and ±100 the full control effect
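Fluorescent replication assay: 50 nM final substrate added after a 15 min room-temperature compound preincubation with 10 nM enzyme. Signal taken at 0 min and again at 10 min.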
POLB inh: qHTS Assay for Inhibitors of DNA Polymerase Beta; P06746; Pol beta primer extension/strand displacement, fluorescence kinetic; Potency, µM (series often up to 114 µM), inactives show top-dose activity change, negative = inhibition, most hits filed as inhibitors; actives 1.3% (n = 340,000); further: potency means the concentration at half of the fitted maximal effect; on the % scale 0 is the no-effect control and ±100 the full control effect
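Enzyme-only controls used 10 nM Pol beta; buffer lacking enzyme served as negative control. Compound preincubated 15 min, then 50 nM substrate added; 0 and 10 min reads at room temperature.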
ALOX12 inh: Primary qHTS assay for inhibitors of human arachidonate 12S-lipoxygenase (ALOX12): Round 2 | Polyunsaturated fatty acid lipoxygenase ALOX12 (Homo sapiens), P18054 | purified 12hLO, xylenol orange hydroperoxide absorbance | Potency, µM (titrated, usually from 108 µM), for inactives: at the top dose activity change, negative = inhibition, actives largely listed as inhibitors | actives 1.1% (n = 580,000); further: potency means the concentration at half of the fitted maximal effect; on the % scale 0 is the no-effect control and ±100 the full control effect
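Hydroperoxide product was detected by ferrous iron/xylenol orange as the 573 to 405 nm absorbance ratio. Arachidonic acid at 40 uM (final) was turned over for 30 min at room temperature by 150 nM human 12hLO, pH 7.0 Hepes buffer, after 15 min compound preincubation.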
LDHA block: qHTS assay for inhibitors of human lactate dehydrogenase | purified LDHA, NADH/diaphorase-resazurin fluorescence; stronger effect = lower value | activity change, % (values are at about 110 or 230 µM) | actives 0.15% (n = 480,000) | AID 1347041, 2019; in the data active means activity change below about -30%; inconclusive means mostly about -25% to -30%;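 further: plate controls were DMSO wells for no effect and wells without enzyme for full effect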
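Human LDH5 at 2 nM final in Tris HCl pH 7.4 with 0.06 mM NADH and 0.2 mM pyruvate, reacted 5 minutes at room temperature. Remaining NADH coupled via diaphorase/resazurin; resorufin fluorescence read at 0 and 20 minutes, normalized to enzyme-free and DMSO wells.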
Apoferritin bind: qHTS Assay for Identification of Novel General Anesthetics; Potency, µM (top dose mostly 77.5 µM), without a hit: at the top dose activity change, negative = displacement, actives largely listed as inhibitors; actives 0.074% (n = 350,000); Ferritin light chain (Equus caballus), P02791; AID 485281, 2010; apoferritin/1-aminoanthracene competitive binding, fluorescence; further: potency means the concentration at half of the fitted maximal effect; on the % scale 0 is the no-effect control and ±100 the full control effect; nearly all actives have a fitted effect of over 20% in size
Target sequence (P02791 2-175 limits assumed): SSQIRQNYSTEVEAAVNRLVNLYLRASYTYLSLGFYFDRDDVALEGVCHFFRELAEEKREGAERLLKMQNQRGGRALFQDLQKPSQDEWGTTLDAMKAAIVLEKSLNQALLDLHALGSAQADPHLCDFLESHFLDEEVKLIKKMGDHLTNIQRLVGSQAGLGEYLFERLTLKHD
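10 uM apoferritin + 50% sat. 1-AMA, PBS; cpd 10 min RT; Ex380/Em535 endpoint; normalized to free probe vs complex; 4-param Hill fit; propofol titration as pos. ctrl.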
ERG Ets-DNA blk: qHTS for Small Molecule Inhibitors of the ERG Ets/DNA interaction | actives 0.028% (n = 370,000) | Transcriptional regulator ERG (Homo sapiens), P11308 | AID 624246, 2012 | Potency, µM (titrated, usually from 76.9 µM), inactives show top-dose FP activity, negative = inhibition, usual class: inhibitors | fluorescence polarization, His-ERG Ets domain / labelled DNA; active means well fitted inhibition curve with a large enough effect in the polarisation, with a control signal flat; inconclusive means small, poorly fitted or top-dose-only effect, or effect the other way, or a change in a side signal; inactive means no such curve, though single readings can be large or run the other way; the % refers to the polarisation;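 further: polarization taken with two DNA probes labelled with fluorescein and Texas red; potency means the concentration at half of the fitted maximal effect; % of control where 0% means no effect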
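His-tagged ERG Ets domain (1 uM in the protein solution; 300mM KCl, 50mM Tris-HCl, 1mM EDTA, 1mM DTT, pH 7.5) received compound, then a probe mix of 5 nM fluorescein-DNA and 100nM Texas-615-DNA. Fluorescence polarization was read for both dyes.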
RGS4 inhibitor: Inhibitors of Regulator of G Protein Signaling (RGS) 4: qHTS | Regulator of G-protein signaling 4 (Homo sapiens), P49798 | Transcreener GDP fluorescence polarization, RGS4-accelerated GTP hydrolysis | Potency, µM (top dose mostly 114 µM), inactives show at the highest dose activity change, negative = inhibition, usual class: inhibitors | actives 0.039% (n = 390,000) | AID 504845, 2011; further: potency means the concentration at half of the fitted maximal effect; on the % scale 0 is the no-effect control and ±100 the full control effect; nearly all actives have a fitted effect of over 75% in size; some results filed as inactive show a strong effect at the top dose
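MLSMR compounds (23 nl, pin-transferred) preincubated 10 min at room temperature with a 500nM (2x) first reagent, then RGS4 at 900nM (2x) plus Transcreener GDP mix added; fluorescence polarization (620/688 nm) read before and after 90 min at 30 °C.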
APEX1 inh: qHTS Assay for Inhibitors of the Human Apurinic/apyrimidinic Endonuclease 1 (APE1) | recombinant APE1, TAMRA/BHQ-2 abasic DNA cleavage fluorescence | DNA repair nuclease/redox regulator APEX1 (Homo sapiens), P27695 | actives 0.35% (n = 350,000) | Potency, µM (top dose mostly 65.8 µM), for the others: top-dose activity change, negative = inhibition, usual class: inhibitors;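 further: potency means the concentration at half of the fitted maximal effect; plate controls were vehicle for no effect and reference inhibitor for full effect; nearly all actives have a fitted effect of over 55% in size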
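Kinetic fluorescence read (525 ex/598 em nm, three reads 60 s apart) of AP-site incision; signal = third minus first read. Enzyme 0.75 nM, dual-labelled THF duplex 50 nM, compound preincubation 15 min RT.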
The depositor's hits bear a star; ? = inconclusive; . = no result given; [ ] = another dose, or the depositor's remark. Unless noted, the call rests on the fitted dose curve; in most records, active means well fitted curve in the direction sought with a large enough effect; inconclusive means small, poorly fitted or top-dose-only effect, or another doubt; inactive means no such curve, though single readings can be large; an effect the other way counts as inactive or inconclusive. An excerpt. The share of hits here may be higher or lower than overall.

SMILES	Pol kappa inh	POLH inh	POLB inh	ALOX12 inh	LDHA block	Apoferritin bind	ERG Ets-DNA blk	RGS4 inhibitor	APEX1 inh
CCC(C(=O)NCc1ccco1)N(Cc1cccs1)C(=O)CNS(=O)(=O)c1ccccc1 (centres undefined)	-4%	-1%	-2%	0%	0	-11%	-5%	-14%	0%
CCOC(=O)c1cnc(SCC(=O)NCc2cccs2)nc1N	-2%	-5%	2%	12%	0	2%	.	-2%	0%
Cc1cc(C)n(-c2ccc(NC(=O)C3CCN(Cc4cnc(C)s4)CC3)cc2)n1	6%	-19%	18%	?	-1	-18%	8%	-18%	8%
COc1ccc(OC)c(S(=O)(=O)Nc2ccc(O)c(Sc3ncn[nH]3)c2)c1	-25%	?	79µM*	?	27	-3%	7%	-4%	3%
Cc1ccc(NC(=O)Nc2cccs2)cc1	-4%	-11%	-1%	389%[activator]	3	-21%	0%	-44%	-6%
Cc1ccc(S(=O)(=O)c2c(C)nn(C(C)(C)C)c2OC(=O)c2ccc(Br)o2)cc1	-7%	-25%	-8%	0%	-1	-21%	1%	-12%	-7%
O=C(CSC1=Nc2ccccc2N=C(c2ccc(F)cc2)C1)NCc1ccccc1Cl	-10%[60.1 µM]	-3%	-1%	-14%	-4	-8%	0%	-15%	.
C=C1C[C@H]2[C@@H]3CCc4cc(OC)ccc4[C@H]3CC[C@]12C	5%	-12%	.	-4%	0	.	2%	-7%	59%[activator]
CCCNC(=O)NC(=O)CSc1cccc(C(F)(F)F)c1	-3%	-21%	-19%	0%	0	-23%	12%	-4%	1%
CN(CC(=O)NCCc1ccc(S(N)(=O)=O)cc1)S(=O)(=O)c1cccc2nsnc12	-14%	0%	1%	14%	0	-6%	-2%	19%	-7%
Cc1nc(-c2cccnc2)sc1C(=O)Nc1ccc(Cl)cc1	-11%	-18%	-1%	-14%	-10	-23%	3%	9%	-5%
Cc1ccc(NC(=O)C(C)OC(=O)Cc2c[nH]c3ccccc23)cc1 (centres undefined)	8%	-16%	.	-25%	5	.	1%	-18%	-2%
O=C1NC[C@H](Cc2ccccc2)N(C[C@H]2CCCN2C[C@H](Cc2ccccc2)N2C[C@H](Cc3ccccc3)N(CC3CCCCCC3)C(=O)C2=O)C1=O	0%	-12%	.	?	-6	.	-4%	-28%	.
COc1ccc(-n2nc(C(=O)O)c(=O)n(C)c2=O)cc1	-4%	-16%	9%	-2%	0	-7%	-16%	-16%	.
O=C(CNS(=O)(=O)c1c(Cl)cccc1Cl)N1CCCCCC1	-19%	-3%	4%	5%	-3	-10%	2%	6%	48%[activator]

Random excerpt: 3 records from the list, in no set order.
SMILES	Pol kappa inh	POLH inh	POLB inh	ALOX12 inh	LDHA block	Apoferritin bind	ERG Ets-DNA blk	RGS4 inhibitor	APEX1 inh
CN(CC(=O)NCCc1ccc(S(N)(=O)=O)cc1)S(=O)(=O)c1cccc2nsnc12	-14%	0%	1%	14%	0	-6%	-2%	19%	-7%
CCOC(=O)c1cnc(SCC(=O)NCc2cccs2)nc1N	-2%	-5%	2%	12%	0	2%	.	-2%	0%
O=C1NC[C@H](Cc2ccccc2)N(C[C@H]2CCCN2C[C@H](Cc2ccccc2)N2C[C@H](Cc3ccccc3)N(CC3CCCCCC3)C(=O)C2=O)C1=O	0%	-12%	.	?	-6	.	-4%	-28%	.

The results go on:
SMILES	Pol kappa inh	POLH inh	POLB inh	ALOX12 inh	LDHA block	Apoferritin bind	ERG Ets-DNA blk	RGS4 inhibitor	APEX1 inh
CCCN1C(=O)C(O)(C/C(C)=N/O)c2ccccc21 (centres undefined)	4%	-13%	-9%	31%	-1	-5%	4%	-6%	4%
CCOC(=O)C(C)c1c(C(=O)c2ccc(C)nc2)c2ccccc2n1C (centres undefined)	.	.	-10%	?	.	-4%	.	.	-3%
COc1ccc(C(CNC(=O)c2ccc(S(=O)(=O)Nc3ccccc3OC)cc2)N2CCCC2)cc1 (centres undefined)	-3%	-27%	.	-7%	-1	.	15%	-26%	.
Cc1noc(C)c1S(=O)(=O)N1CCCCC1	-8%	-2%	9%	3%	5	-1%	.	6%	4%
CC1CCCCC1NC(=O)CNC(=O)c1ccco1 (centres undefined)	-6%	?	.	17%	2	.	2%	3%	-4%
COc1ccc(/C=C/C(=O)Nc2c(C(=O)O)[nH]c3ccccc23)cc1OC	1%	16%	7%	-17%	-3	-2%	?	-24%[11.4 µM]	-5%
CCCCC(CCC(=O)O)(C(=O)OCC)c1csc(Nc2ccccc2)n1 (centres undefined)	-5%	-8%	22%	.	-10	-10%	-6%	-37%	-9%
Clc1ccc2[nH]c3c(NCC4CCCO4)ncnc3c2c1 (centres undefined)	.	.	-27%	4%	.	-12%	.	.	0%
O=C(CCC(=O)N1CCSc2ccccc21)NCc1ccc(Cl)cc1	3%	-2%	1%	-13%	0	?	3%	3%	53%[activator]
CCOC(=O)c1c(C)[nH]c(C)c1S(=O)(=O)NCc1ccc(OCC)cc1	-1%	-9%	-7%	-28%	-1	-7%	60%[activator]	-2%	-11%
Cc1ccc(SCc2[nH]nc3c2C2(CCSCC2)C(C#N)=C(N)O3)cc1	-11%	-18%	17%	?	1	-16%	.	-23%	1%
CCN(CC)S(=O)(=O)c1cccc(NC(=O)CSc2nnc(N)s2)c1	-9%	-1%	6%	10%	-10	-17%	-3%	-27%	0%
O=C(c1ccccc1)N1CCCC(C(=O)N2CCCCCC2)C1 (centres undefined)	2%	-9%	9%	0%	-2	-17%	3%	-24%	-1%
CC(C)(O)c1cc2ccc(C#Cc3ccsc3)cc2c(=O)o1	0%	-11%	.	-35%	-7	.	-4%	-5%	29%
O=C(CC(CC(=O)c1ccccc1)c1ccccc1)c1ccccc1	-9%	-25%	0%	-13%	-1	-11%	3%	10%	18%
NC(=O)CSc1nc2cc3c(cc2c(=O)n1CCCCCC(=O)NCc1ccc2c(c1)OCO2)OCO3	-4%[60.1 µM]	-13%	0%	?	-7	2%	0%	3%	.
CNC(=O)Cc1nc2ccccc2n1CC(=O)Nc1cc(C)cc(C)c1	-5%	1%	-1%	0%	-8	-6%	0%	4%	8%
COc1cccc(-c2nn(C)c3sc(C(=O)N4CCN(c5ccccc5)CC4)cc23)c1	-21%	-15%	10%	0%	-1	-10%	0%	-15%	8%
O=C(CN1C(=O)NC2(CCCC2)C1=O)OCc1ccc(Br)cc1	-4%	1%	.	20%	-9	.	-1%	15%	-10%
O=C(C1CC1)N1CCc2cc(Br)cc(S(=O)(=O)N3CCN(c4cccc(Cl)c4)CC3)c21	-8%	-22%	-17%	0%	2	-8%	-3%	-9%	.
CCOC(=O)c1c(CN2CCN(CC#N)CC2)n(C)c2cc(Br)c(OC)cc12	-1%	-20%	23%	0%	-2	0%	6%	-5%	-19%
COc1ccc(-c2nn(-c3ccccc3)cc2C(=O)Nc2ccc(C(=O)O)cc2)cc1OC	10%	-3%	1%	11%	-8	-4%	0%	5%	-11%
COc1cc(NC(=O)C/C(C)=N/NC(=O)c2cccc(O)c2)c(OC)cc1Cl	-2%	-8%	-1%	20%	4	-9%	6%	-14%	-4%
CN(C)CCCN(C(=O)c1ccco1)c1nc2ccc(Cl)cc2s1	-7%	-16%	3%	-26%	-7	-13%	-11%	-6%	-2%
Cn1c(=O)c2c(nc3n2CC(O)CN3c2ccccc2)n(C)c1=O (centres undefined)	-11%	-15%	.	179%[activator]	4	.	-2%	26%	.
Cc1oc(-c2ccccc2Cl)nc1CN1CCCN(C(=O)c2ccco2)CC1	2%	-20%	28%	-11%	-1	-12%	2%	-21%	0%
Cc1ccnc(NC(c2ccccc2)c2ccc3cccnc3c2O)c1 (centres undefined)	-6%	-18%	.	?	1	.	4%	-38%	.
Cc1[nH]c2ccccc2c1N=Nc1ccccc1C(=O)O	?	35µM*	32µM*	?	-6	6%	15%	-16%	7%
COc1ccc(/C=N/n2cncn2)cc1Cn1nc(C)c([N+](=O)[O-])c1C	-6%	-13%	18%	.	-4	-10%	9%	-7%	15%
O=C(NCCN1CCCC1)c1ccc(Cn2c(=S)[nH]c3ccc(Br)cc3c2=O)cc1	6%	?	0%	?	-1	-5%	0%	-22%	5%
CCC1CCc2c(sc(NC(=O)c3cnccn3)c2C(N)=O)C1 (centres undefined)	-8%	0%	-15%	2%	-1	-3%	1%	?	-1%
CN(CC(=O)Nc1cccc(F)c1)C(=O)c1ccc(-n2cncn2)c([N+](=O)[O-])c1	-15%	-26%	.	8%	-3	.	-3%	6%	19%
CC(=O)c1ccc(S(=O)(=O)NCCc2csc(-c3cccnc3)n2)cc1	-19%	-10%	-19%	-3%	-2	-14%	9%	-22%	42%
COc1ccccc1NC(=O)CN1CCN(C(=O)C2CCCO2)CC1 (centres undefined)	-7%	-2%	-10%	2%	7	0%	6%	20%	9%
CCC1(C)Cc2c(sc3nc(SC)nc(N)c23)CO1 (centres undefined)	-1%	-13%	-1%	0%	-5	-4%	11%	-26%	4%
